AddAB inh – less growth of phage-infected E. coli with AddAB. E. coli expressing H. pylori AddAB, absorbance growth. inhibition, % at 11.9 µM. 330,000 tested, 0.29% active. AID 435030; in the data active = inhibition above about 12%;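 also: 0% = vehicle wells of infected cells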
PKA-R1A act – activates the PKA-R1A holoenzyme complex; P00514+P68181; PKA-R1A dissociation, Cy5-IP20 fluorescence polarization; scaled: DMSO 0%, 113 µM cGMP 100%; activation, % at 11.4 µM; 340,000 tested, 0.083% active; AID 504707;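 active = percent activation above the mean of all tested compounds plus 3 SD, cut at about 19% in these data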;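 also: higher means more PKAc released from R1A so a rise in polarization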
PKA-R2B act – activators of human PKA-R2B complex; P22694+P31323; PKA-R2B holoenzyme dissociation, Cy5-IP20 fluorescence polarization; R2B truncated from residue 108, S112A mutant; 0% DMSO only, 100% 113 µM cGMP; activation, % at 11.4 µM; 340,000 tested, 0.079% active; AID 504700;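 active = activation above a cutoff set at the mean over all compounds plus 3 SD, cut at about 18% in these data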;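 also: higher means more holoenzyme dissociation and a rise in polarization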
Target sequence (P31323 whole entry, looked up, other chains not shown, the tested form may be a part): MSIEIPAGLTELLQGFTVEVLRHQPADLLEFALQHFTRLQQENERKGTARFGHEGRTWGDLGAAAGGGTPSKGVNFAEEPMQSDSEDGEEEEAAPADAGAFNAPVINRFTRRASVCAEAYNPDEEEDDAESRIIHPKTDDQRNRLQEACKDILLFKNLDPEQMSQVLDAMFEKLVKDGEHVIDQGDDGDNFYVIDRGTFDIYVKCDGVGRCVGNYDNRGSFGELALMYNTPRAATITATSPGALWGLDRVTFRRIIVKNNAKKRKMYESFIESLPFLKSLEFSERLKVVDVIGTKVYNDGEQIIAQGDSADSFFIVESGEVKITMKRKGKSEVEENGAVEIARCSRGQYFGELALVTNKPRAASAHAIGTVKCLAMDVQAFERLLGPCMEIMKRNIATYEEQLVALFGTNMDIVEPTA
HTR5A inv ctr – HTR5A inverse agonism, opioid heterodimer counter-screen | P47898 | HTR5A cell line, luminescence | inhibition, % at 9.3 µM | 340,000 tested, 0.083% active; in the data active = inhibition mostly above about 23%, no sharp cut-off; inactive = mostly below about 18%;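 also: 0% = cells with DMSO and 100% = no-cell wells with DMSO; some compounds called inactive have numbers as strong as hits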
Target sequence (P47898 whole entry, looked up): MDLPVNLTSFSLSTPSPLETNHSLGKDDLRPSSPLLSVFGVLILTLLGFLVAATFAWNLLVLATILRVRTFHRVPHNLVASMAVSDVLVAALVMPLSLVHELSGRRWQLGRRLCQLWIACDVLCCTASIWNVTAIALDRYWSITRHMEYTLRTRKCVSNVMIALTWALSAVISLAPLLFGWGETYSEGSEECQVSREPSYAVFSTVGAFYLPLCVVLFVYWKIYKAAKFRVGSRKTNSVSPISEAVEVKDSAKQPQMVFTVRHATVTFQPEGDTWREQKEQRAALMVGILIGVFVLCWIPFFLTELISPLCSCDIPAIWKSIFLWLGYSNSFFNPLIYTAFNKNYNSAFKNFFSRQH
E coli growth – counter-screen for AddAB inhibitors: E. coli growth inhibition; E. coli V3065 growth, OD600 absorbance, 18 h; inhibition, % at 11.9 µM; 330,000 tested, 0.27% active; AID 449728;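 active = inhibition above the campaign's mean inhibition across all tested compounds plus 3 SD, cut at about 9.9% in these data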;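 also: uninfected addAB+ strain grown without phage in ampicillin broth; 0% = DMSO wells and 100% = ciprofloxacin 0.95 µg/ml wells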
Tat transport – inhibitors of E. coli Tat protein transport | E. coli MC4100 TorA-mCherry Tat export, fluorescence | inhibition, % at 10 µM | 340,000 tested, 0.036% active;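 active = mean replicate inhibition at least 50% and at least half of replicates individually reaching 50%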;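 also: exported cargo escapes ClpAP degradation while cytoplasmic cargo is degraded and loses fluorescence; 0% = median of neutral control wells and 100% = median of NaSCN control wells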
MOR-DOR ag – agonists of human mu-delta opioid receptor heterodimerization | P35372+P41143 | cells, OPRM1-OPRD1 heterodimerization, luminescence | 340,000 tested, 0.3% active | AID 504326 | activation, % at 9.3 µM; in the data active = activation above about 18%;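 also: 0% = vehicle-treated cells and 100% = reference agonist; values of inactives mirror those of a sister screen read the other way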
Mot1-301 SUMO – inhibitors of SUMOylation pathway: yeast Mot1-301 growth rescue; S. cerevisiae Mot1-301 growth rescue, ATP luminescence, 38.5C; percent above DMSO median, 100 means doubled; 320,000 tested, 1% active; AID 2716; growth rescue, % at 18.8 µM;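 active = every valid replicate shows activation above 250% relative to neutral control wells; inactive = the rest, any valid replicate at or below 250%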;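 also: OY570 slx delta 5 strain wells were the positive control but not used for scaling; some compounds called inactive have numbers as strong as hits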
phage Ecoli inh – E. coli growth loss with phage present. growth absorbance. 360,000 tested, 0.26% active. inhibition, % at 11.9 µM; in the data active = inhibition above about 11%
MOR-DOR inv ag – inverse agonists of human mu-delta opioid receptor heterodimerization; P35372+P41143; cell-based MOR-DOR heterodimer luminescence, inverse agonism; inhibition, % at 9.3 µM; 340,000 tested, 0.21% active; AID 504357; in the data active = inhibition above about 22%, passing the limit was not always enough;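 also: 0% = cells with DMSO and 100% = wells without cells with DMSO; values of inactives mirror those of a sister screen read the other way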
PfHsp90 set2 – inhibits growth of yeast expressing Plasmodium falciparum Hsp90; 310,000 tested, 0.32% active; AID 504621; inhibition, % at 9.4 µM; S. cerevisiae expressing PfHsp90, BacTiter-Glo ATP, 48 h; yeast lacking PDR1 and PDR3 efflux regulators;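 active = every replicate shows inhibition above about 80%, whatever the replicate mean, limit read from the data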;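 also: 0% = DMSO neutral controls and 100% = 20 µM radicicol positive controls; yeast relying on Plasmodium falciparum Hsp90 in place of its own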
* hit, by the source's call; x = no result given. Compounds were not picked by outcome (roughly 2.2% active in at least one column).

SMILES,AddAB inh,PKA-R1A act,PKA-R2B act,HTR5A inv ctr,E coli growth,Tat transport,MOR-DOR ag,Mot1-301 SUMO,phage Ecoli inh,MOR-DOR inv ag,PfHsp90 set2
O=C(NCc1ccccn1)C1COc2ccccc2O1 (stereo not drawn),0.5,7.3,6.1,-8.8,0.4,-13.8,0.6,7.3,-0.2,-3.5,-10.4
CCN(CC)C(=O)COc1ccc2oc(-c3ccco3)cc(=O)c2c1,3.8,-0.9,-3.7,8.9,-2.8,5.1,-3.3,17.1,1.7,16.6,-3.4
Cc1cccc(NC(=O)CCc2c(C)nn(-c3ccc(N4CCCCC4)nn3)c2C)c1,2.7,1.3,1.0,-13.4,0.0,-1.1,-1.2,-7.2,3.6,6.0,-5.4
CCCCn1nc(NC(=O)c2cccs2)c2cc3cc(OC)ccc3nc21,-2.0,-5.8,-5.3,9.2,-0.2,8.9,0.1,-9.3,0.6,-0.8,x
COc1cccc(NC(=O)c2c(C)nn(-c3ccccc3)c2Cl)c1,x,4.2,-3.1,4.3,x,-1.3,-0.9,10.0,0.2,4.4,-4.8
Cc1noc(C)c1S(=O)(=O)N(CC(=O)NCCc1ccccc1)c1ccc(C(C)C)cc1,1.0,-12.2,-7.8,-2.7,-2.3,-0.2,7.2,-5.7,2.1,-37.1,9.7
CCOc1ccc(Nc2nc(N(C)c3ccccc3)nc(N)c2[N+](=O)[O-])cc1,-0.6,-1.3,0.0,6.9,0.0,-3.9,-2.1,13.0,1.1,12.4,1.4
Cc1ccccc1-n1ncc2c1CC(C)(C)CC2NC(=O)c1ccncc1 (stereo not drawn),-0.8,7.6,5.6,6.7,2.6,-4.5,-0.3,0.7,1.2,1.8,11.3
CCN(CC)C(=O)c1ccc(C(=O)Nc2ccc(F)cc2)cc1,2.4,-6.5,8.6,15.8,-1.6,3.3,0.4,-0.4,1.0,-2.5,-14.9
O=[N+]([O-])c1c(C(Cl)Cl)nn(-c2ccccc2)c1N1CCCC1,1.1,-7.0,-7.2,7.8,0.9,-6.2,4.5,-12.0,2.5,-26.1,-4.5
Cc1ccccc1OCC(O)Cn1c(NCc2ccco2)nc2c1c(=O)[nH]c(=O)n2C (stereo not drawn),0.2,-8.2,-6.7,-5.9,2.5,1.2,4.3,-4.5,3.0,-23.9,-5.6
Cc1ccccc1OCCC(=O)NNC(=O)COc1cccc(F)c1,2.0,-1.4,-3.0,6.5,1.4,-3.1,-3.4,-9.0,0.5,14.8,-35.1
COc1cccc(CNC(=O)C(=O)NCCc2ccc(OC)c(OC)c2)c1,1.7,-5.5,3.3,6.5,1.6,2.9,-0.8,4.1,0.2,4.8,6.9
Cc1ccc(-c2cc3ncc(C#N)c(N)n3n2)cc1,1.4,6.3,-0.3,-6.4,-0.8,-15.6,3.9,-1.7,4.5,-19.6,-11.6
O=C(CN1CCN(S(=O)(=O)c2ccc(F)c(F)c2)CC1)Nc1ccccc1C(=O)NC1CC1,0.2,-1.5,3.3,-7.3,-2.9,1.1,-3.1,x,1.5,12.1,-14.6
COc1cccc2c1OCC(CN1CCN(Cc3ccccc3F)C(CCO)C1)=C2 (stereo not drawn),-1.0,1.3,0.0,0.0,1.3,-3.2,-2.1,1.6,0.6,10.2,-1.2
O=C(NCCN1CCOCC1)c1c(O)nc2sccn2c1=O,1.3,0.3,9.6,13.6,2.3,-0.4,-1.5,1.3,1.5,9.7,0.8
Cc1c(C(=O)NCC2CCCO2)oc2ccc(Br)cc12 (stereo not drawn),0.2,-9.8,-6.9,-10.7,0.3,-1.1,-2.2,6.1,2.9,14.1,x
CC(C)(C)n1nc2c(c1NC(=O)c1c(F)cccc1F)CS(=O)(=O)C2,7.5,-3.8,0.3,18.7,-0.2,-2.2,-3.5,9.0,3.0,18.0,9.4
CCN(CC(=O)NCc1cccs1)C(=O)c1ccc(S(=O)(=O)Nc2ccccc2OC)cc1,x,-4.2,9.5,-13.8,x,-10.5,-1.0,x,0.5,6.4,31.0
CCN(CC)CC(=O)c1c[nH]c2ccc(C)cc12,2.9,-9.9,6.2,14.2,-1.0,-9.7,-1.9,36.9,1.8,7.8,-7.0
Cc1ccccc1Nc1nc(N)nc(COC(=O)[C@@H](NC(=O)c2ccccc2Cl)C(C)C)n1,-0.7,9.5,0.8,16.3,-2.0,5.0,-0.6,-3.3,1.2,2.8,x
CC(=O)c1cccc(NC(=S)NC(=O)CC(C)C)c1,2.1,-13.6,-7.1,-1.6,0.0,-1.8,-2.2,-0.6,0.6,12.0,20.8
COc1ccnc(-n2cccc2/C=N/O)c1C#N,4.1,-0.1,-5.1,11.0,1.1,-2.1,0.5,-4.4,4.0,-2.7,10.2
COc1ccc(C(C(=O)NC(C)(C)C)N(Cc2cccs2)C(=O)CCC(=O)Nc2cc(C)on2)cc1 (stereo not drawn),0.9,1.2,2.4,14.5,-0.7,12.6,-1.6,-1.6,0.5,9.8,5.9

Eight entries out of the list, ordered by count of non-hydrogen atoms, lowest first.
SMILES,AddAB inh,PKA-R1A act,PKA-R2B act,HTR5A inv ctr,E coli growth,Tat transport,MOR-DOR ag,Mot1-301 SUMO,phage Ecoli inh,MOR-DOR inv ag,PfHsp90 set2
CCN(CC)CC(=O)c1c[nH]c2ccc(C)cc12,2.9,-9.9,6.2,14.2,-1.0,-9.7,-1.9,36.9,1.8,7.8,-7.0
Cc1ccc(-c2cc3ncc(C#N)c(N)n3n2)cc1,1.4,6.3,-0.3,-6.4,-0.8,-15.6,3.9,-1.7,4.5,-19.6,-11.6
Cc1c(C(=O)NCC2CCCO2)oc2ccc(Br)cc12 (stereo not drawn),0.2,-9.8,-6.9,-10.7,0.3,-1.1,-2.2,6.1,2.9,14.1,x
COc1cccc(NC(=O)c2c(C)nn(-c3ccccc3)c2Cl)c1,x,4.2,-3.1,4.3,x,-1.3,-0.9,10.0,0.2,4.4,-4.8
CC(C)(C)n1nc2c(c1NC(=O)c1c(F)cccc1F)CS(=O)(=O)C2,7.5,-3.8,0.3,18.7,-0.2,-2.2,-3.5,9.0,3.0,18.0,9.4
Cc1cccc(NC(=O)CCc2c(C)nn(-c3ccc(N4CCCCC4)nn3)c2C)c1,2.7,1.3,1.0,-13.4,0.0,-1.1,-1.2,-7.2,3.6,6.0,-5.4
Cc1noc(C)c1S(=O)(=O)N(CC(=O)NCCc1ccccc1)c1ccc(C(C)C)cc1,1.0,-12.2,-7.8,-2.7,-2.3,-0.2,7.2,-5.7,2.1,-37.1,9.7
O=C(CN1CCN(S(=O)(=O)c2ccc(F)c(F)c2)CC1)Nc1ccccc1C(=O)NC1CC1,0.2,-1.5,3.3,-7.3,-2.9,1.1,-3.1,x,1.5,12.1,-14.6

The results go on.
SMILES,AddAB inh,PKA-R1A act,PKA-R2B act,HTR5A inv ctr,E coli growth,Tat transport,MOR-DOR ag,Mot1-301 SUMO,phage Ecoli inh,MOR-DOR inv ag,PfHsp90 set2
COc1cc(C(=O)NCCc2c[nH]c3ccccc23)ccc1OCc1c(C)noc1C,3.0,-12.9,-7.8,28.8,0.6,12.5,4.7,196.1,0.6,-21.2,1.5
Cc1c(CC(=O)N2CCN(C(=O)C3COc4ccccc4O3)CC2)c(=O)oc2c(O)c(O)ccc12 (stereo not drawn),3.6,-12.2,0.5,5.1,-3.8,-2.6,-2.1,-80.6,0.3,11.3,9.0
CCOC(=O)N1CCN(c2nc3ccccc3nc2C(C#N)C(=O)NCCc2ccccc2)CC1 (stereo not drawn),2.1,-7.4,-1.6,-20.4,2.0,1.5,-1.6,6.7,1.3,9.0,13.7
CC1Cc2ccccc2N1Cc1cc(=O)n2ccsc2n1 (stereo not drawn),-3.2,-10.9,3.9,-32.4,-3.4,1.6,-1.4,153.1,-0.1,7.4,-25.0
CC1CCN(S(=O)(=O)c2ccc(N/N=C(/C#N)C(N)=O)cc2)CC1,3.1,7.0,-7.7,4.2,4.3,-12.0,-4.6,-8.1,0.3,20.3,-23.5
CN(C)CC1(c2ccccc2)CCCC1,-1.0,-3.2,-0.4,2.3,-1.6,3.8,-2.0,-6.3,3.3,10.7,4.0
COc1ccc(NC(=O)c2nc[nH]c2C(=O)Nc2ccccc2C)cc1,-1.8,9.6,-9.1,-3.3,-0.8,4.8,-0.3,x,2.9,1.3,2.4
Cc1nc(NCc2ccccc2)sc1C(=O)Nc1ccccc1,0.2,-2.5,-6.9,17.4,-0.1,3.9,-2.3,18.7,1.4,11.1,-8.7
CCCNc1nc(NCC)nc(OC)n1,-1.3,-0.6,0.3,2.0,-2.6,-2.2,0.3,13.6,1.8,-1.8,-22.8
CCC(CC)NC(=O)COC(=O)c1ccc(OCC(=O)Nc2ccccc2OC)c(OC)c1,3.7,1.0,-3.8,4.6,-0.2,3.8,-2.7,-13.8,2.4,14.2,6.7
NC(=O)C(CCCCN1CCCCC1)(c1ccccc1)c1ccccc1,x,-2.9,3.5,-8.7,x,-3.3,-1.2,x,4.7,6.4,3.9
CCN(CC)c1nc2c(c(=O)n(C)c(=O)n2C)n1CCCc1ccccc1,-0.5,0.1,5.0,6.3,2.3,1.5,1.6,-4.0,-1.1,-7.6,-6.5
Cc1cc2ccccc2nc1-c1ccccc1F,x,-2.9,-8.4,-11.8,x,10.2,0.5,x,3.0,-2.1,5.8
O=C(NC(=O)c1ccccc1)OCC1CCCN2CCCCC12 (stereo not drawn),3.1,-10.7,-1.0,-6.2,0.4,-0.9,-1.6,5.3,2.1,9.0,-16.5
O=C(NCCCN1CCCC1=O)c1csc2ccccc12,-0.7,-4.8,-1.3,7.5,-0.2,0.4,-3.8,11.8,2.1,19.1,x
COCCn1c(=NC(=O)CCS(=O)(=O)c2ccccc2)sc2cc(C(=O)OC)ccc21,0.4,-5.9,3.8,-11.3,2.0,-8.4,-0.1,48.6,0.2,0.5,14.2
COCCNc1nc2nonc2nc1N1C[C@H]2CC[C@H]1C2,1.2,-0.9,5.2,11.4,0.2,-3.5,0.4,-6.0,0.3,-2.0,x
COc1cccc(NC(=O)CSc2nnc(CN3CCOCC3)n2C)c1,-1.0,-0.7,-13.5,-7.5,1.6,13.3,0.0,-1.9,3.0,-0.1,-4.4
O=[N+]([O-])c1cc(C(F)(F)F)cc([N+](=O)[O-])c1NCCCNc1ccc([N+](=O)[O-])c2cccnc12,0.2,-2.9,-3.3,-13.0,-1.3,-1.4,6.2,-23.1,0.5,-31.4,-19.4
